# Screens from PubChem.
# Tb MetRS inh – blocks T. brucei methionyl-tRNA synthetase activity | purified T. brucei MetRS, ATP depletion, Kinase-Glo luminescence | 360,000 compounds, 0.4% hits | AID 624268 | inhibition, % at 11.9 µM;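 active means inhibition above a per-plate cutoff of the control wells' mean inhibition plus 3 SD, cut at about 5.5% in these data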;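 further: 0% = DMSO wells median and 100% = median of wells with control inhibitor compound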
#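 System: purified T. brucei MetRS enzyme / Detection: Kinase-Glo luciferase luminescence reporting remaining unconsumed ATP / Medium: HEPES buffer with MgCl2, KCl, DTT, spermine, BSA, pyrophosphatase / Replication: singlicate, one well per compound / Evaluation: percent inhibition relative to median high and low control wells / Schedule: 2 h aminoacylation at 25 °C after 15 min preincubation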
# E coli Lon inh – E. coli protease La inhibition. P0A9M0. purified E. coli Lon protease, fluorescence polarization. inhibition, % at 7.94 µM. 360,000 compounds, 0.42% hits; in the data active means inhibition above about 13%, passing the limit was not always enough;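 further: 0% = enzyme with probe and DMSO and 100% = no enzyme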
# LMPTP inh – blocks human LMPTP phosphatase | P24666 | recombinant LMPTP-A, OMFP fluorogenic substrate, fluorescence intensity | inhibition, % at 20 µM | 360,000 compounds, 0.22% hits | AID 651560;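 active means compounds that cut the enzyme signal by at least half of the control window in the single-dose screen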;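 further: plate controls were DMSO wells with enzyme plus substrate for no effect and substrate without enzyme for full effect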
#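 Test system: LMPTP-A phosphatase enzyme; input: 0.625 nM LMPTP-A final; reagent: OMFP substrate, 400 µM final; compound dosing: 20 µM single dose, 3% DMSO; incubation: 50 min dark incubation at room temperature; measured by: endpoint fluorescence intensity from OMFP dephosphorylation; measure: % inhibition relative to no-enzyme and uninhibited control wells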
# DNMT1 block – DNMT1 (human) enzyme inhibition. DNMT1 molecular beacon, Hinp1I cleavage, fluorescence. inhibition (reported as % activation of signal), % at 10 µM. 360,000 compounds, 0.83% hits. AID 588458; in the data active means inhibition above about 50%
# MsrA act – activates bovine MsrA enzyme | purified bovine MsrA, absorbance read-out | activation, % at 10.6 µM | 360,000 compounds, 0.3% hits; in the data active means activation above about 7.5%;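 further: 0% = vehicle and 100% = reference activator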
# SUMO1 PPI mod – SUMO1-SIM interaction modulation; P63165; SUMO1 binding to a labelled peptide, TR-FRET, 1 h; inhibition, % at 20 µM; 360,000 compounds, 0.33% hits; AID 602429; in the data active means inhibition above about 37%
# STEP inh – inhibitors of human striatal-enriched phosphatase STEP; P54829; recombinant STEP, OMFP fluorogenic substrate, fluorescence; inhibition, % at 20 µM; 360,000 compounds, 0.25% hits; AID 588621;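 active means inhibition at 20 µM, scaled per plate between control wells, above about 37%, limit read from the data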;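 further: 0% = DMSO with enzyme and substrate and 100% = substrate only without enzyme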
#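 Material: STEP (striatal-enriched tyrosine phosphatase) enzyme, cell-free | Medium: 50 mM Bis-Tris pH 6.0 with 2.5 mM DTT and 0.005% Tween 20 | Read-out: Percent inhibition scaled to no-enzyme and uninhibited-enzyme controls, plate-pattern corrected | Signal: Fluorescence read at 480 nm ex / 540 nm em | Times: 20 min reaction, room temperature, in the dark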
# CendR NRP1 mod – NRP-1/CendR interaction modulation. FAM-RPARPAR peptide binding to NRP-1, fluorescence polarization. AID 602438. O14786. inhibition, % at 25 µM. 360,000 compounds, 0.85% hits;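 active means inhibition or corrected inhibition above about 18%, plus a signal ratio from 0.5 to 1.5, limit read from the data, passing the limit was not always enough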; further: strong numbers were not always called active
# Target sequence (O14786 whole entry, looked up): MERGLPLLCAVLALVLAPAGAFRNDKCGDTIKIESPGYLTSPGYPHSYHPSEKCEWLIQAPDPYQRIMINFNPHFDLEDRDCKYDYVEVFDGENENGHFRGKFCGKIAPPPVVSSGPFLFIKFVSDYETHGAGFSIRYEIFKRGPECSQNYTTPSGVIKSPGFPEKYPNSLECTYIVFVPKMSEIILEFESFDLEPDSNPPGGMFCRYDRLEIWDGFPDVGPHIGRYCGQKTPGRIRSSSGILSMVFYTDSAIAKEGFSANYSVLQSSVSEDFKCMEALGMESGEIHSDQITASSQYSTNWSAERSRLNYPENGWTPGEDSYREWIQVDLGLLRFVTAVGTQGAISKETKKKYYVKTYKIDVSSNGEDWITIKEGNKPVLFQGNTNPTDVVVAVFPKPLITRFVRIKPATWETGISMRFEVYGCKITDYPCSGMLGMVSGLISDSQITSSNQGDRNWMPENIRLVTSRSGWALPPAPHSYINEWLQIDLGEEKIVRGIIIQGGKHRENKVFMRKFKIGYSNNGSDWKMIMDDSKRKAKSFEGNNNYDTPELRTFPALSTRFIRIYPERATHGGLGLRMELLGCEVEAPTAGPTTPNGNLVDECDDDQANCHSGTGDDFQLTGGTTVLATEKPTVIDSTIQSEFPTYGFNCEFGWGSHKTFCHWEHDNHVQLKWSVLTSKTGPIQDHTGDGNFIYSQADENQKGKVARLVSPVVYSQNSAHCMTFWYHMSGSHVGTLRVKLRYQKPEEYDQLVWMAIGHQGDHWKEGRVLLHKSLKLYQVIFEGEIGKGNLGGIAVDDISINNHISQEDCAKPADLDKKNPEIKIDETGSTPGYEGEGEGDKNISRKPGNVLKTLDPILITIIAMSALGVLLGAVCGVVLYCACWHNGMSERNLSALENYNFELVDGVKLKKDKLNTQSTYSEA
# MsrA inh – inhibitors of bovine MsrA; inhibition, % at 15.5 µM; purified bovine MsrA, absorbance read-out; 360,000 compounds, 0.75% hits; AID 651718; in the data active means inhibition above about 4.5%;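 further: 0% = vehicle wells with enzyme and 100% = reference inhibitor wells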
# Scp1 inh – Scp-1 (human) phosphatase inhibition. Q9GZU7. Recombinant Scp1, phosphopeptide, malachite green phosphate absorbance. inhibition, % at 20 µM. 340,000 compounds, 0.88% hits;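 active means inhibition above about 50% at 20 µM, limit read from the data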;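 further: plate controls were DMSO wells with enzyme for no effect and wells lacking enzyme for full effect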
# Target sequence (Q9GZU7 76-261 limits assumed): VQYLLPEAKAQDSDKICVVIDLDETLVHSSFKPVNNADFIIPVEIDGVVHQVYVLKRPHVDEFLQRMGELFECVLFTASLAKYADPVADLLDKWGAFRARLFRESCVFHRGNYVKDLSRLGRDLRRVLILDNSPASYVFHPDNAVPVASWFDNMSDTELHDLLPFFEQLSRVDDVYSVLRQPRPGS
#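 Test system – truncated SCP-1 phosphatase (76-261aa) · Reagent – Phosphorylated 17-residue peptide substrate · Incubation – 45 min room-temperature reaction, 5 min colour, 30 min stabiliser · Detection – colorimetric phosphate reagent with accelerator and stabiliser, absorbance at 630 nm · Measure – % inhibition at 20 µM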
# * hit, by the source's call; . = not tested or not shown.
SMILES,Tb MetRS inh,E coli Lon inh,LMPTP inh,DNMT1 block,MsrA act,SUMO1 PPI mod,STEP inh,CendR NRP1 mod,MsrA inh,Scp1 inh
N#CCCn1cc(C(=O)O)c(-c2cc3ccccc3o2)n1,-0.5,-2,-2.2,3,-5,-2,2,-1,-0.6,-9
COc1ccc(N=C2SCC(c3ccccc3)=NN2C)cc1,0.4,2,3.1,-1,-3,-12,-1,9,0.9,-15
CCN1CCN(CCC(=O)Nc2ccc(C)cc2)CC1,-0.9,0,-4.7,-1,-5,-3,-1,4,-1.4,-4
CCc1ccccc1NC(=O)NCc1cccnc1,-0.4,-1,-0.2,1,-3,5,-1,5,1.4,-11
O=C(NCC#CCOCc1ccccc1)c1ccccc1,-0.3,6,-0.8,1,-7,-1,-3,-12,-0.8,4
COc1ccc(/C(N)=N/OC(=O)Cc2cccs2)cc1OC,-0.5,11,0.9,-14,-9,1,2,4,-0.2,-11
CCC12OC(=N)C(C#N)(C1C)C(C#N)(C#N)C(c1ccccc1)O2 (stereo unspecified),0.2,1,-1.2,-4,-4,-11,0,-4,-0.6,-1
Cc1ccc(-c2nc3c(c(SCC(=O)N4CCCC4)n2)COC(C)(C)C3)cc1,-0.2,1,0.3,-1,-2,5,-4,-10,0.3,.
CC1=C(C#N)C2C(/C1=N/O)C2(C)C (stereo unspecified),-0.2,-6,-0.3,1,-2,-3,-1,3,0.7,0
CCCCCCn1c(=O)[nH]c2c(c1=O)CCC2,-0.1,9,-1.5,2,0,8,-1,-2,0.4,-13

# Brought forward from above: 4 entries, followed by the next part.
SMILES,Tb MetRS inh,E coli Lon inh,LMPTP inh,DNMT1 block,MsrA act,SUMO1 PPI mod,STEP inh,CendR NRP1 mod,MsrA inh,Scp1 inh
CCC12OC(=N)C(C#N)(C1C)C(C#N)(C#N)C(c1ccccc1)O2 (stereo unspecified),0.2,1,-1.2,-4,-4,-11,0,-4,-0.6,-1
Cc1ccc(-c2nc3c(c(SCC(=O)N4CCCC4)n2)COC(C)(C)C3)cc1,-0.2,1,0.3,-1,-2,5,-4,-10,0.3,.
CC1=C(C#N)C2C(/C1=N/O)C2(C)C (stereo unspecified),-0.2,-6,-0.3,1,-2,-3,-1,3,0.7,0
CCCCCCn1c(=O)[nH]c2c(c1=O)CCC2,-0.1,9,-1.5,2,0,8,-1,-2,0.4,-13
Cc1ccc(S(=O)(=O)N2CCC(=O)N([C@H](COCc3ccc(Cl)cc3)Cc3ccccc3)CC2)cc1,-0.9,-1,5.9,.,-3,4,.,-8,1.2,.
O=C(Nc1ccccc1)c1ccccc1C(=O)N1CCCCC1,-0.2,0,1.0,-4,-2,-2,-1,13,1.7,-14
CCCCn1nnnc1SCC(=O)N1CCN(C(=O)c2ccco2)CC1,-0.1,4,-1.4,-3,3,0,0,16,-0.4,0
CC(=O)Nc1ccc(N2C(=O)CC(N3CCN(Cc4ccc5c(c4)OCO5)CC3)C2=O)cc1 (stereo unspecified),-1.1,3,-1.0,-3,-5,0,-1,5,-0.4,0
NC(=S)NN=C1CCCCCCCCCC1,-0.4,-11,-0.8,4,1,-3,2,-6,0.0,-8
COCCCN1C(=O)C(CC(=O)NC2CCCCC2)CC(C(=O)N(C)C)=C1C (stereo unspecified),0.6,-10,-1.3,3,-4,-4,4,-3,2.2,.
CCOc1ccc(C2OC34CCCCC3C(C#N)(C#N)C2(C#N)C(=N)O4)cc1OC (stereo unspecified),0.3,34*,-1.8,-6,-1,13,-3,16,.,10
COc1cccc(NC(=O)c2cnc[nH]2)c1,-0.8,0,0.1,0,2,3,-2,-5,-1.5,-7
COc1ccc(-c2nc3ncccn3c2Br)cc1,-0.3,-5,-0.7,1,-10,-18,-1,-4,1.7,-3
CN(C(=O)c1ccc(S(=O)(=O)N2CCCCC2)cc1)C1CCS(=O)(=O)C1 (stereo unspecified),-0.2,-10,-1.5,-1,-3,0,5,2,2.5,-3

# E coli Lon inh, entries above that show a hit.
SMILES,Tb MetRS inh,E coli Lon inh,LMPTP inh,DNMT1 block,MsrA act,SUMO1 PPI mod,STEP inh,CendR NRP1 mod,MsrA inh,Scp1 inh
CCOc1ccc(C2OC34CCCCC3C(C#N)(C#N)C2(C#N)C(=N)O4)cc1OC (stereo unspecified),0.3,34*,-1.8,-6,-1,13,-3,16,.,10

# Following part
SMILES,Tb MetRS inh,E coli Lon inh,LMPTP inh,DNMT1 block,MsrA act,SUMO1 PPI mod,STEP inh,CendR NRP1 mod,MsrA inh,Scp1 inh
O=C(COc1ccccc1)NCC(=O)N1CCCC(C(F)(F)F)C1 (stereo unspecified),-0.2,6,-0.8,0,-2,-1,2,3,-1.0,-6
COc1ccc(S(=O)(=O)Nc2ccc(Nc3ccccc3)cc2)cc1,0.0,3,1.9,-7,-5,-3,-3,-9,0.0,-23
COc1ccc(S(=O)(=O)Nc2ccc(C)cc2)cc1OC,-0.7,-14,-0.1,-1,0,-4,0,-20,-1.3,-13
O=C(O)c1ccc(/C=N\Nc2ccc(S(=O)(=O)N3CCOCC3)cc2[N+](=O)[O-])cc1,0.7,-12,2.9,0,-3,-27,8,7,-0.1,12
CC1CCC(NC(=O)COC(=O)CCC(=O)c2ccc(Cl)s2)CC1 (stereo unspecified),-0.2,-9,0.7,2,-6,-1,0,3,-1.0,-6
O=C(/C=C\c1cn(-c2ccccc2)nc1-c1ccccc1)Nc1nccs1,0.1,-7,-0.4,21,-5,3,1,3,-0.8,-7
Cc1ccc(S(=O)(=O)/N=C(/Nc2c(C)n(C)n(-c3ccccc3)c2=O)c2ccc(Cl)cc2)cc1,-0.3,-4,-0.1,-1,-2,2,-7,5,-1.1,1
CCOP(=O)(c1ccc(N(C)C)cc1)C(O)c1ccc(OC)cc1 (stereo unspecified),-0.2,5,-0.4,4,-2,-2,-1,8,-1.4,-7
Cn1c(=O)[nH]c(=O)c2c1nc(Br)n2C/C=N/Nc1ccccc1,-0.1,-4,-0.6,1,-3,-1,0,-2,-0.2,-2
C/C(=N/Nc1cc(-c2ccccc2)nc(-c2ccccc2)n1)c1ccc(O)cc1,0.3,-2,2.6,-34,-2,3,-2,0,1.2,-8
CCOC(=O)CCCCC(=O)c1[nH]c(=O)[nH]c1C[n+]1ccc(C)cc1,-0.5,-3,-0.1,0,-2,0,-3,2,0.4,-6
Cc1cccc(NC2=NC(C)(C)N=C(N)N2)c1C,0.1,-6,0.6,0,-1,4,-2,-2,-0.1,-7
O=C(Cn1ccc(=O)[nH]c1=O)Nc1ccc(C(=O)O)c(O)c1,-0.8,3,0.8,-3,0,2,0,-2,0.5,-4
COc1ccc(NC(C)=O)cc1S(=O)(=O)NC(Cc1ccccc1)C(=O)NCc1ccccc1C (stereo unspecified),0.2,6,-0.8,0,-4,23,2,17,-0.4,-8
C/C(CC(=O)Nc1cccnc1)=N\NC(=O)c1ccc([N+](=O)[O-])c(Cl)c1,-0.2,-12,-1.4,-2,-10,-20,-2,-7,-0.1,4
CN1CCN(C(=O)CC2C(=O)NCCN2Cc2ccc(-c3ccccc3)cc2)CC1 (stereo unspecified),0.9,-2,-0.3,-1,-2,1,0,2,-0.9,-6
CCN(CCO)c1cc(Cl)nc(SC)n1,-0.7,-1,-2.5,4,-1,-2,-2,-18,0.5,-15
O=C(C[C@@H]1C=C[C@@H](NC(=O)c2cccnc2)[C@@H](CO)O1)NCc1ccncn1,-0.6,.,-2.3,.,.,5,.,7,-1.0,.
O=C1CCCc2nc3c(cc21)C(O)Oc1ccccc1-3 (stereo unspecified),0.1,-5,-0.6,1,-4,-7,0,-2,3.9,-11
COc1ccc(NC2CCCN(C(=O)c3cccnc3SC)C2)cc1OC (stereo unspecified),-0.8,5,-1.2,1,-7,-3,0,0,-0.5,10
COc1cccc(NC(=O)c2ccn(C)n2)c1,-1.6,5,-1.4,3,0,5,-1,-4,-1.4,0
Cc1c(Cl)cccc1NC(=S)NN,0.5,3,0.1,0,-4,-5,-1,-6,-0.1,-8
CN(CC(=O)Nc1cccc2ccccc12)C(=O)c1cccc(S(=O)(=O)N(C)C)c1,0.2,-9,-0.4,0,-2,-12,13,-14,0.6,-2
COc1cc(C)ccc1OCC(=O)OCC(=O)c1ccc[nH]1,-0.3,5,7.5,9,-2,2,-2,-8,-0.9,8
CCCCNC(=O)OCCNC(=O)Oc1cccc(C)c1,0.5,-2,0.0,2,2,5,-2,9,0.6,-3
COC(=O)CCC(=O)NNC(=O)c1ccc([N+](=O)[O-])cc1,-0.3,3,-1.0,-10,-4,-11,0,1,0.0,-3
CCCNC(=O)Cc1cc(=O)[nH]c(=O)[nH]1,-1.2,-2,-1.0,3,-6,2,-2,9,-1.2,-15
Cc1cccc(C)c1NC(=O)C1CC(=O)N(C(C)C)C1 (stereo unspecified),-0.7,1,-1.4,3,0,-2,0,4,-1.2,8
O=C(c1ccc(Cl)cc1)c1cnc(-c2ccc(Cl)cc2)s1,-1.0,0,-0.9,23,-2,-2,0,-15,0.8,-10
CN(C(=O)CSc1nnc(-c2ccco2)n1C)C1CCCCC1,-0.8,2,-0.4,8,-10,7,-3,-9,1.2,5
CN(c1ccc(OCC(=O)OCC(=O)Nc2ccc(Br)cc2)cc1)S(=O)(=O)c1cccs1,0.4,-6,3.6,-17,0,0,0,3,-1.4,-10
Clc1ncc(CN2CCN(Cc3ccccc3)CC2)s1,0.0,-13,0.5,1,0,0,2,-1,0.7,0
CC1(C)Cc2ccccc2C(CSc2ccccc2C(=O)O)=N1,-0.5,7,0.9,-2,-3,19,5,-1,-0.3,1
CSCC[C@H](Nc1ncnc2sc(C)c(C)c12)C(=O)O,0.1,-6,0.2,1,0,12,-5,3,-0.6,3
CC1(C(=O)O)CCC(C(=O)Nc2ccc3ccccc3c2)C1(C)C (stereo unspecified),-0.4,-1,-1.5,2,-3,-3,-2,2,-0.1,-4
COc1ccc2sc(N(CCCN(C)C)C(=O)c3ccc(S(=O)(=O)N(C)C4CCCCC4)cc3)nc2c1,-0.5,14,-0.6,1,-3,-8,0,-5,-0.4,5
O=C(NC(=S)Nc1ccccc1N1CCCC1)c1cccc(F)c1,-0.6,6,1.5,-21,2,10,2,10,2.9,0
CC(C(=O)NCC1CCCCC1)N1CCN(S(=O)(=O)/C=C/c2ccccc2)CC1 (stereo unspecified),-0.7,6,-2.4,0,-4,0,-2,-1,0.1,4
CCOC(=O)N1CCC(NC(=O)CCc2c(C)nc3c(c(C)nn3-c3ccccc3)c2C)CC1,-0.6,3,1.4,0,-11,-2,-8,-9,-2.0,10
O=C(CSc1ccc(-c2cccc([N+](=O)[O-])c2)nn1)N1CCCC1,-0.8,-5,-0.6,1,-2,-22,1,-9,1.5,-1
